CHT PAM = allosteric activators of human choline transporter CHT. B-score at 10 µM. Q9GZV3. CHT-expressing cells, membrane potential dye, choline EC20; active compounds read high; LV-AA mutant CHT in HEK293 cells. 0.49% of 310,000 active;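 active = initial fluorescence not abnormally high and integrated response B-score, plate-corrected, over 3 SD above library mean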
Target sequence (Q9GZV3 whole entry, looked up): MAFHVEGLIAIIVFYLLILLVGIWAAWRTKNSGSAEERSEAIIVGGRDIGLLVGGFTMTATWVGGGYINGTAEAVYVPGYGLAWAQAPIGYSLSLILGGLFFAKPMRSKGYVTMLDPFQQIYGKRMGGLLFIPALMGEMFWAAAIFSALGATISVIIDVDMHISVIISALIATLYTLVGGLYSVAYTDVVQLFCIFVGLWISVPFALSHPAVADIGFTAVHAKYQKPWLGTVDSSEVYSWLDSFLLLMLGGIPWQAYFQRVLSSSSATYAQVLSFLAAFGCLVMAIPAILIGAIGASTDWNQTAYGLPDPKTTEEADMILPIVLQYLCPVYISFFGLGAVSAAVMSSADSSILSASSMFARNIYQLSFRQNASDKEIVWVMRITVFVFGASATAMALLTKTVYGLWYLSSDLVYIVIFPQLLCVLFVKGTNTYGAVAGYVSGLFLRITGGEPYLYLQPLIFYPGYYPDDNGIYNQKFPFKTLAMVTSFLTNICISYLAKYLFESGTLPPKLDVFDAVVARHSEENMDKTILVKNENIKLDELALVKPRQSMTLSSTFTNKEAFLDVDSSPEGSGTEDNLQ
OX1R antag-1 = human HCRTR1 antagonism. inhibition, % at 5 µM. CHO/OX1R cells, Fluo-8 calcium fluorescence, orexin A. AID 434989. O43613. 0.43% of 330,000 active;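 active = inhibition above its plate's threshold, mean inhibition of all tested compounds on the plate plus 3 SD, cut at about 37% in these data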;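 note: 0% = orexin A challenge wells and 100% = SB-334867-A antagonist wells; not every result past the cut was called active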
Target sequence (O43613 whole entry, looked up): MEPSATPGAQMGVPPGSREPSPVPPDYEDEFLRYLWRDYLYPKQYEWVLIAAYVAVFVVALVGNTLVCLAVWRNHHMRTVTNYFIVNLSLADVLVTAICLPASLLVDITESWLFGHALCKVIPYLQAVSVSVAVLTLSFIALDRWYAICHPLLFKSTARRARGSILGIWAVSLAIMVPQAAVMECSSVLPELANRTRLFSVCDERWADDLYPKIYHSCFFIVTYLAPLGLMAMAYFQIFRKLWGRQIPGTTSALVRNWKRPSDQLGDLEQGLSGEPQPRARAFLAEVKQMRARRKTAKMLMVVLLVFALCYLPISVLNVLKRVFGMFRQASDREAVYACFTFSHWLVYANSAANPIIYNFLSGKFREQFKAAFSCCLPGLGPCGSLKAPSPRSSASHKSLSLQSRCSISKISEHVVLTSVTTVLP
OX1R antag-2 = antagonists of human orexin 1 receptor (OX1R); AID 485270; O43613; 1.8% of 330,000 active; OX1R-expressing cells, FRET antagonist read-out; inhibition, % at 6.6 µM; in the data active = inhibition mostly above about 38%, no sharp cut-off; inactive = mostly below about 40%;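 note: 0% = agonist challenge alone and 100% = reference antagonist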
* = called active by the depositor; i = inactive; · = no result given.

canonical_smiles	CHT PAM	OX1R antag-1	OX1R antag-2
COc1ccccc1S(=O)(=O)NCc1ccc(C(=O)NC(C)c2ccccn2)cc1 (stereo unspecified)	·	-2	7
C=CCn1c(SCC(=O)O)nnc1-c1ccc(C(C)(C)C)cc1	i	-16	34
CCOC(=O)C1CCN(S(=O)(=O)c2ccc(CN3C(=O)c4cccnc4C3=O)cc2)CC1	i	-55	3
C=CCn1c(NCCO)nc2sc3c(c2c1=O)CCC3	i	-11	16
CN(C)c1cccc(C(=O)OCC(=O)NC2CCCC2)c1	i	-9	7
COc1ccc(OC)c(S(=O)(=O)NC(C)c2ccc(-n3ccnc3)cc2)c1 (stereo unspecified)	·	5	4
CCNc1nc(NCC)nc(SCCOc2ccc(C)cc2)n1	i	-30	28
CCOC(=O)Cn1nnc(-c2ccc(OCC(C)C)cc2)n1	i	-1	2
Cc1ccccc1CN1CCC(C(=O)Nc2ccc(Oc3cccnc3)cc2)CC1	i	-31	3
Cc1cccc(NS(=O)(=O)c2ccc(C(=O)NCCCN3CCCC3=O)cc2)c1C	i	-25	11
O=C(CN1C(=O)CC(c2ccccc2)=Nc2ccccc21)NC1CCCCC1	i	-33	19
O=C(CCCCCNc1nc(=S)[nH]c2ccccc12)NCc1ccccc1Cl	i	-37	20
Cc1cccc(NC(=O)CSc2nc(C3CC3)nc3ccccc23)c1	i	-32	40
COc1cc(CC(=O)NCCc2ccc(S(N)(=O)=O)cc2)cc(OC)c1OC	i	-9	10
Cc1sc2ncnc(N3CCC(C(=O)NNC(=O)c4ccccc4Cl)CC3)c2c1C	i	-16	8
COc1ccc(OC)c(C(C)NC(=O)c2ccc(Br)cc2)c1 (stereo unspecified)	i	-13	8
Cc1ccc(-c2nnn(CC(=O)N(C)C3CCCCC3)n2)o1	i	-19	7
O=C(CSc1cccc[n+]1[O-])NC(=O)c1ccc(OC(F)F)cc1	i	-8	19
CCOC(=O)c1ccc(N2C(=O)CC(N3CC(C)OC(C)C3)C2=O)cc1 (stereo unspecified)	i	-19	11
Cc1ccc(S(=O)(=O)N2CCN(C(=O)CN3CCCCC3)C2)cc1	i	-10	11
Cc1nc2cc(NC(=O)NCCCO)ccc2o1	i	-10	6
COC(=O)/C=C1/N/C(=N\c2nc(C)cc(C)n2)N(c2cccc(C)c2)C1=O	i	-11	5
COc1ccc(N2CC(C)(C)C2=O)cc1	i	4	6
COc1ccc(/C=N/NC(=O)C2(O)c3ccccc3-c3ccccc32)cc1	i	-25	19
CS(=O)(=O)N(CC(=O)O)c1ccc(C23CC4CC(CC(C4)C2)C3)cc1	i	-11	2
COc1cc(NC(=O)COc2ccc3c(C)cc(=O)oc3c2C)cc(OC)c1OC	i	-17	-1
CN1CCN(NC(=O)c2ccc(S(=O)(=O)N3CCCCCC3)cc2)CC1	i	-7	12
Cc1cccc(C)c1OCC(=O)N1CCc2ccccc2C1	i	-41	5
O=C1C2C3C=CC(C3)C2C(=O)N1CCCO (stereo unspecified)	i	-10	1
O=Cc1cn(-c2ccc(F)cc2)c2ccccc12	i	3	-1

Among those listed so far, these have an aryl thioether with sulfur outside any ring:
canonical_smiles	CHT PAM	OX1R antag-1	OX1R antag-2
C=CCn1c(SCC(=O)O)nnc1-c1ccc(C(C)(C)C)cc1	i	-16	34
CCNc1nc(NCC)nc(SCCOc2ccc(C)cc2)n1	i	-30	28
Cc1cccc(NC(=O)CSc2nc(C3CC3)nc3ccccc23)c1	i	-32	40
O=C(CSc1cccc[n+]1[O-])NC(=O)c1ccc(OC(F)F)cc1	i	-8	19

Next results follow.
canonical_smiles	CHT PAM	OX1R antag-1	OX1R antag-2
CCOC(=O)c1c(C)c(C(=O)NCC2CCCO2)c(C)n1C (stereo unspecified)	i	-19	20
Nc1ccc(Oc2ccc3c(c2)C(=O)NC3=O)cc1	i	-9	19
COC(=O)CNC(=O)c1ccc(OC2CCN(C(=O)C3CC3)CC2)cc1	i	-5	24
CC(C)(C)C(=O)NC(=S)Nc1ccc(S(=O)(=O)Nc2nccs2)cc1	i	-8	7
Cc1cc(C)cc(OCC(=O)OCC(=O)N(CC(C)C)c2c(N)n(Cc3ccccc3)c(=O)[nH]c2=O)c1	i	-26	16
Cc1noc(C)c1CSc1nnc(-c2ccccc2)n1N	i	-25	27
COC(=O)COc1cccc(NC(=O)c2ccccc2)c1	i	-6	-3
Cc1cccn2cc(-c3ccc(NC(=O)Cc4ccccc4)cc3)nc12	i	-1	-5
CCCCN=C(Nc1ccc(Cl)cc1)c1cccnc1	i	-5	0
CCCCCCSc1ccc(-c2nc3ccc(Cl)cn3c2NCc2ccccc2)cc1	·	-29	12
COc1cc(/C=C(\C#N)c2nc3ccccc3o2)ccc1O	i	34	17
Cc1ccc(/C=C/S(=O)(=O)NCC(=O)O)cc1	i	-7	24
COc1cc2c(cc1OC)CN(S(=O)(=O)c1cccc(F)c1)CC2	i	-18	-11
Cc1ccc(-c2nn3c(C)nnc3c3ccccc23)cc1S(=O)(=O)N(C)CCO	i	-3	19
Cc1ccc(C(=O)NNS(=O)(=O)c2ccccc2[N+](=O)[O-])cc1	i	-17	20
COC(=O)C1=C(NC(=O)COc2ccc3ccccc3c2)CCS1	i	-12	69
O=C(CSc1ccc(Cl)cc1)N/N=C/c1ccc([N+](=O)[O-])o1	i	-19	25
COc1ccc(S(=O)(=O)Nc2nc3ccccc3s2)cc1OC	i	-14	12
Cc1ccc(OCCNC(=O)CNC(=O)c2ccc(Cl)c([N+](=O)[O-])c2)cc1	·	-22	20
CC12C(=O)N(Cc3ccccc3)C(=O)C1C1C=CC2C1 (stereo unspecified)	i	-31	15
COc1cc(/C=C/C(=O)O)ccc1OS(=O)(=O)c1cc(Br)ccc1C	·	25	19
C=CCn1cc(C(=O)NCc2ccc(Cl)cc2)c(=O)c2cc(S(=O)(=O)N(CC)CC)ccc21	i	-14	9
Cc1ccc(S(=O)(=O)N2CCC(=O)N(CCOC(=O)Nc3cc(C)cc(C)c3)CC2)cc1	i	-26	16
CC(=O)Nc1ccc(S(=O)(=O)NC2(C(F)(F)F)NC(=O)N(CC(C)C)C2=O)cc1 (stereo unspecified)	i	-5	-1
CSc1ccccc1C(=O)Nc1ccc2c(c1)CCC2	i	6	8
Cc1cccc(N2CCN(S(=O)(=O)c3cc(-c4cc(C)no4)ccc3C)CC2C)c1 (stereo unspecified)	i	-10	16
CC(C)(C)OC(=O)NCCCCCO	i	-13	13
CN(C)CCOc1ccc(/C(=C(/CCCl)c2ccccc2)c2ccccc2)cc1	i	-36	11
CCOCc1cn(CC(=O)c2ccc(Cl)cc2)c(C)nc1=N	i	-2	0
Cc1nn(-c2ccccc2)c(N2CCCC2)c1/C=N/NC(=O)C1CC1	i	-11	17
O=C(Nc1ccccc1N1CCCCC1)C1CCN(S(=O)(=O)c2ccccc2C(F)(F)F)CC1	i	-26	16
Cc1cccc(NC(=O)C2CCCN(C(=O)NC3CCCCC3)C2)c1C (stereo unspecified)	i	-15	4
CCOC(=O)N1CCN(CC(O)c2c[nH]c3ccc(OC)cc23)CC1 (stereo unspecified)	i	-12	-14
CCOc1ccc(C(=O)Nc2ccc(NC(=O)c3ccco3)c(Cl)c2)cc1Cl	i	-17	24
COc1ccccc1C(=O)NCCC(=O)N1CCN(c2ccccc2Cl)CC1	i	-4	18
CN(Cc1ccccc1)S(=O)(=O)c1ccc2c(c1)CCC(=O)N2	i	-20	15
Cc1csc(NC(=O)CSc2ccccc2F)n1	i	-6	10
Cc1ccc(NC(=O)c2ccc(C)c(S(=O)(=O)N3CCOCC3)c2)nc1	i	-19	10
CC(/C=C/C1[C@H](C)C[C@H](O[C@@H]2O[C@H](CO)[C@@H](O)[C@H](O)[C@H]2O)CC1(C)C)O[C@H]1O[C@H](CO)[C@@H](O)[C@H](O)[C@H]1O (stereo partly specified)	i	-10	19
O=C1Cc2cc(S(=O)(=O)Nc3ccc(F)cc3Cl)ccc2N1	·	2	0
O=S(=O)(NCc1cccnc1)c1ccc(Br)c2ccccc12	i	-37	-9
N#Cc1cccnc1N1CCN(C(=O)c2cccc3c2C(=O)c2ccc(-c4ccc(F)cc4OCc4ccccc4)cc2S3(=O)=O)CC1	·	-6	9
CCn1c(COc2ccc(=O)n(-c3ccccc3)n2)nnc1SCc1ccccc1	i	-18	5
COc1ccc(C(=O)Nc2cc(=O)n(C)c(=O)n2C)cc1	i	-2	3
CCCCN(C(=O)Cn1nnc2ccccc21)C(C(=O)NCCOC)c1ccc(OC)cc1 (stereo unspecified)	i	-18	17
Cn1c(N)c(C(=O)COC(=O)c2cc(-c3ccccc3)nc3ccccc23)c(=O)n(Cc2ccccc2)c1=O	i	-17	21
Cc1ccc(-c2csc3ncn(CC(=O)N4CCOCC4)c(=O)c23)cc1	i	-22	23
N#CCSc1nc2c(c(=O)n1Cc1ccco1)C1(CCCC1)Cc1ccccc1-2	i	-26	28
Oc1c(Br)cc(/C=N/Nc2ccc(Cl)nn2)cc1Br	i	-15	13
Cc1nn(CCCC(=O)O)c(C)c1[N+](=O)[O-]	i	-10	20
Cc1cc(C)nc(Nc2ccc(Br)cc2C(=O)O)n1	i	-7	21
CC1(C)CC(=O)C2=C(C1)NCN(Cc1ccccc1)C2	i	-9	0
Cc1ccc2nc3sc(C(=O)N4CCCc5ccccc54)c(N)c3cc2c1	i	-10	16
O=C(Oc1ccccc1Cl)c1ccc(N2CCOCC2)c([N+](=O)[O-])c1	i	-21	27
COc1cc2c3c(c1OC)C1(C=CC(=NO)C=C1)CC3N(C(C)=O)CC2 (stereo unspecified)	i	-27	20
COc1ccc(C2C(C#N)=C(N)Nc3onc(C(C)(C)C)c32)c(OC)c1 (stereo unspecified)	i	-34	14
O=C(NCc1cccnc1)C(=O)Nc1ccc([N+](=O)[O-])cc1	i	-12	58
CCOc1ccc(NC(=O)CN(C)C(=O)CCNC(=O)c2ccco2)cc1OCC	·	2	1
O=C(Nc1ccccc1N1CCCCC1)c1cccc([N+](=O)[O-])c1	i	-46	19
O=C(NCCc1ccccc1)c1cc(-c2ccccc2)c(N2CCOCC2)s1	i	-10	27

2 consecutive compounds from above, quoted:
canonical_smiles	CHT PAM	OX1R antag-1	OX1R antag-2
O=C(Nc1ccccc1N1CCCCC1)c1cccc([N+](=O)[O-])c1	i	-46	19
O=C(NCCc1ccccc1)c1cc(-c2ccccc2)c(N2CCOCC2)s1	i	-10	27

The results go on:
canonical_smiles	CHT PAM	OX1R antag-1	OX1R antag-2
CSc1ccc(/C=C(/NC(=O)c2ccccc2)C(=O)NCCCn2ccnc2)cc1	i	2	9
COc1cc(-c2[nH]nc3c2C(c2ccco2)C(C#N)=C(N)O3)cc(OC)c1OC (stereo unspecified)	i	-19	22
O=C(CSCc1cccc(Cl)c1)N1CCN(Cc2ccc3c(c2)OCO3)CC1	i	-33	23
O=C(NC1CCCCC1)C(c1cccnc1)N(CCc1ccccc1)C(=O)Cc1cccs1 (stereo unspecified)	i	-20	8
O=C(CCn1nc(-c2ccccc2)c2ccccc2c1=O)N1CCN(c2ccccc2)CC1	i	12	62*
CCCCCCNC(=O)N[C@H](C(=O)NCCC[C@H]1CN2C(=NC[C@H]2C)N1CCC(c1ccccc1)c1ccccc1)C(C)O (stereo partly specified)	i	-5	7
COc1ccc(CNC(=O)[C@H](C)NC(=O)C2CCN(C(=O)[C@@H](N)CCSC)CC2)cc1	i	-11	10
COc1ccccc1CNC(=O)COC(=O)c1ccc2c(=O)n3c(nc2c1)CCCCC3	·	-34	6
O=C(CN1CCCCC1)Nc1ccc(S(=O)(=O)N2CCOCC2)cc1	i	5	12
COc1cccc2c(=O)c(C/C=C(/C)Cl)c(C)[nH]c12	i	-24	13
Cc1ccc(C(=O)Nc2nccs2)cc1	i	-11	25
c1coc(CN2CN=C(Nc3nc4ccccc4s3)NC2)c1	i	-18	8
COC(=O)c1ccc(NC(=O)CCOc2ccccc2)cc1	i	-2	27
CC(C)c1ccc(NC2CCCN(C(=O)CN3CCCC3=O)C2)cc1 (stereo unspecified)	i	-7	9
CC(C)CCOP(=O)(c1ccc(N(C)C)cc1)C(Nc1ccccc1)c1ccc(N(C)C)cc1 (stereo unspecified)	i	-55	-2
CCOC(=O)N1CCC(=NNC(=O)Cn2ccc(C(F)(F)F)n2)CC1	i	12	4
OCC1(Cc2ccccc2)CCCN(Cc2cn[nH]c2-c2ccccc2)C1 (stereo unspecified)	i	-40	11
CC1CC(C)CN(C(=O)C2CCN(S(=O)(=O)c3cccs3)CC2)C1 (stereo unspecified)	i	-5	22
O=C(CSc1ccc(F)cc1)NCCc1ccc(Cl)cc1	i	-21	8
COC(=O)C1=C(Nc2ccc(C)cc2)C=C(C)C(C(=O)OC)C1c1cccc(OC)c1 (stereo unspecified)	i	-27	8
COc1cnc(-c2ccccn2)nc1N(C)c1ccccc1	i	-27	-21
Cc1c(C(=O)OCC(=O)N(C)c2ccccc2)cccc1[N+](=O)[O-]	i	-5	24
COc1ccc(Cc2nc(-c3ccccc3)no2)cc1	i	-14	-1
Cc1cccc(N2CC(C(=O)OCC(=O)Nc3sccc3C(N)=O)CC2=O)c1C (stereo unspecified)	·	1	11
CCc1ccc(NC(=O)CN(c2ccc(OC)cc2)S(=O)(=O)c2c(C)nn(C)c2C)cc1	i	-42	-5
